Cardio protect: protects H9c2 cardiomyocytes from peroxide injury | H2O2 injury protection, ATPLite, 2 h | protection from H2O2 cell death, % at 20 µM | hit rate 0.63% among 360,000 | AID 588492;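 active = compounds giving at least 50% protection of heart cells from peroxide-induced death in the single-dose screen, raw or plate-pattern-corrected value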;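 note: 0% = DMSO wells with peroxide and 100% = DMSO wells without peroxide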
NR2E3 ag-1: NR2E3 (human) agonism; Q9Y5X4; GST-NR2E3/biotin-RetCOR TR-FRET, 1536-well; inhibition of corepressor binding, % at 4.78 µM; hit rate 0.12% among 320,000; AID 2300;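 active = percent inhibition above the cutoff of mean plus 3 SD of all tested compounds, set per screening campaign, cut at about 20% in these data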;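 note: 0% = DMSO wells and 100% = biotin wells as full block of FRET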
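Material – GST-tagged NR2E3 plus biotinylated RetCOR corepressor · Quantity – NR2E3 fusion 1.35 nM · Times – 5 h incubation at 4 °C · Medium – pH 7.5 Tris-based buffer · Technique – TR-FRET, Eu(K)-anti-GST donor, streptavidin-D2 acceptor, ex 340, em 617/671 nm · Benchmarks – high control biotin, low control 0.6% DMSO · Format – 1536-well plates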
HIF-2a inh: inhibitors of HIF-2a. 786-0 RCC cells HIF-2a reporter, luciferase luminescence, overnight. inhibition, % at 18.8 µM. hit rate 0.72% among 360,000. AID 624352;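 active = inhibition of the luminescence signal of 40% or more relative to plate controls, in a single-dose primary screen at 18.75 µM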
hiPSC survival: increases survival of single human iPS cells. hiPSC single-cell survival, ATPlite luminescence; 100% = ROCK inhibitor wells, 0% = DMSO. survival enhancement, % at 20 µM. hit rate 0.044% among 360,000. AID 602274; in the data active = survival enhancement above about 18%;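 note: cells exposed to compounds for 16 hours before the ATP read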
CaV13 FRET inh: Primary screen for inhibitors of IQ motif and Ca2+-dependent inactivation inhibitor domain binding in CACNA1D, Förster resonance energy transfer in living cells, … | hit rate 0.098% among 340,000 | HEK cells, CFP/YFP FRET ICDI-IQ, plate reader, 10 min; percent FRET-ratio fall versus neutral wells | inhibition, % at 12.3 µM;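 active = mean replicate inhibition of at least 30% and at least 1% of replicates passing that level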;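 note: 0% = median of the neutral control wells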
m5-HT2A agonist: mouse HTR2A agonism via beta-arrestin recruitment; activation, % at 7.6 µM; hit rate 0.66% among 360,000; CHO-K1 mHTR2A beta-arrestin complementation, luminescence; percent of 30 µM serotonin response;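 active = activation above a run cutoff, the mean activation of all tested compounds plus 3 SD, cut at about 14% in these data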;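 note: 0% = plate median of compound wells and 100% = 30 µM serotonin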
Target sequence (P35363 whole entry, looked up): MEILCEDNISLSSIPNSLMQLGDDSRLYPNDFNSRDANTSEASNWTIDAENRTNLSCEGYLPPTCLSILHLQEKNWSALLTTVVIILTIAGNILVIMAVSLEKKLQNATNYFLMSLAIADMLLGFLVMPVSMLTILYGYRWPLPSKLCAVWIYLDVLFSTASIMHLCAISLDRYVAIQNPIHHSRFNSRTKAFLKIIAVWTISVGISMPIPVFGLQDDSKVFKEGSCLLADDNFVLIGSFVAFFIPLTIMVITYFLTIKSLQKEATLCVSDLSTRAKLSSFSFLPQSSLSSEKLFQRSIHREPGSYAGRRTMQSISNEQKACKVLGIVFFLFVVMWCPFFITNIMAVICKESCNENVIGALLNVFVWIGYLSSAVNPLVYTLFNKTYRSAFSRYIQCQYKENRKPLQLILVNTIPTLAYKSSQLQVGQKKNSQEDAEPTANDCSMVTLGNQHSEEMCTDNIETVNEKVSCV
Peg3 promoter: inhibitors of Peg3 promoter; HeLa PEG-Prom luciferase reporter, luminescence, overnight; inhibition, % at 20 µM; hit rate 1.7% among 360,000; AID 588405;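 active = inhibition of at least 50% at 20 µM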
Shn3 inh set2: Schnurri-3 reporter inhibition in Clone20 osteoblasts; hit rate 0.52% among 360,000; inhibition, % at 12.5 µM; AID 588674; Clone20 osteoblast Shn3 3'UTR firefly luciferase, 24 h;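 active = mean inhibition of at least 75% with every replicate also reaching 75%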;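 note: 0% = median of neutral control wells and 100% = pilot-screen positive control compound; some compounds past the cut are filed as inactive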
MITF TRPM1 inh: inhibitors of MITF-driven TRPM1 promoter in melanoma cells; SK-MEL-5 TRPM1 promoter luciferase, 24 h; inhibition, % at 12.5 µM; hit rate 0.83% among 330,000;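 active = mean inhibition across replicates of 60% or more, whatever share of single replicates reaches that level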; note: values of inactives mirror those of a sister screen read the other way
NR2E3 ag-2: agonists of human NR2E3 nuclear receptor; hit rate 0.35% among 360,000; AID 602229; Q9Y5X4; CHO-S Gal4-NCOR/VP16-NR2E3 two-hybrid, luciferase; inhibition of corepressor binding, % at 3.98 µM;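 active = inhibition above the mean of all tested compounds plus 3 SD, cut at about 70% in these data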;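 note: 0% = DMSO with NR2E3 transfected cells and 100% = cells lacking NR2E3 construct; higher means lower luciferase signal from less NR2E3 corepressor binding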
PDI inh: PDI (human) enzyme inhibition; P07237; PDI insulin aggregation turbidity, A650, 90 min; inhibition, % at 10 µM; hit rate 0.052% among 350,000; AID 588391;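 active = mean inhibition across replicates of 30% or more, whatever share of single replicates reach that level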;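 note: absorbance from insulin aggregation driven by PDI reduction with DTT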
Target sequence (P07237 whole entry, looked up): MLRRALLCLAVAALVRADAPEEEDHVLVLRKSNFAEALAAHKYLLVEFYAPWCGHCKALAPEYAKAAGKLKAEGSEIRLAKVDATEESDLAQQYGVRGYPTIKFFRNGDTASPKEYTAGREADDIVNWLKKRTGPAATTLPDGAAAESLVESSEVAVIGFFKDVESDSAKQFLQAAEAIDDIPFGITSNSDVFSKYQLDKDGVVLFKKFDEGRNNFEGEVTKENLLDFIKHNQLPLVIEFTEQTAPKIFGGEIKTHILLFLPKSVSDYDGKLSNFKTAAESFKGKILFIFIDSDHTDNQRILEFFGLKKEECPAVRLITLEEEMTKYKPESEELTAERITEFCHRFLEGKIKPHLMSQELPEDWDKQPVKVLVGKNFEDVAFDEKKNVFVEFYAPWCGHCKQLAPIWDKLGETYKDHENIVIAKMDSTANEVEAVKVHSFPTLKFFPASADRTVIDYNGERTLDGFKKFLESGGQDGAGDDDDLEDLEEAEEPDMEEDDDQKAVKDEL
Starred values were filed as active, the others as inactive; . = not tested or not shown.

SMILES	Cardio protect	NR2E3 ag-1	HIF-2a inh	hiPSC survival	CaV13 FRET inh	m5-HT2A agonist	Peg3 promoter	Shn3 inh set2	MITF TRPM1 inh	NR2E3 ag-2	PDI inh
N#C/C(=C(/O)CN1CCOCC1)c1nc(-c2ccccc2)cs1	0	4	-26	5.1	-11	1	-11	-8	9	-12	2
Cc1cccn2c(=O)c3cc(C(=O)NC4CCCC4)c(=N)n(C4CCCC4)c3nc12	-20	-2	20	5.1	.	-1	43	-15	-1	-10	14
COc1cc(CNCc2cccs2)ccc1OCC(=O)NC(C)(C)C	8	-1	12	-1.2	.	4	3	16	2	-6	0
COc1nc(NCCc2ccc(OC)c(OC)c2)nc(OC)n1	13	-2	13	-0.2	-6	2	8	-9	-3	8	2
COC(=O)c1sc(NC(=O)/C=C/c2ccccc2Cl)nc1C	-2	-3	2	-0.3	-7	5	-34	4	-23	-40	4
Cc1ccc(-c2csc(NC(=O)CSc3nc4ccccc4o3)n2)cc1	-1	4	-117	-3.6	-5	4	-95	-34	-21	7	8
CN(C)C(=O)CSc1nc2ccccc2n1CC(=O)N1CCN(c2ccccc2)CC1	1	2	18	-1.9	-6	2	10	4	3	6	1
COc1ccc(CN(CC(=O)NC2CCCC2)C(=O)CCC(=O)Nc2nc(C)cs2)cc1	2	2	16	-0.3	-2	-3	3	7	3	-1	1
COc1ccc(NC(=O)C[C@H]2C(=O)N(CCc3ccccc3)C[C@@H]2CSC)cc1	3	.	0	1.1	-6	-1	-7	-8	.	-2	-1
C=CCS(=O)(=O)N1CCCC(N2CCN(c3ccccc3OC)CC2)C1 (centres undefined)	8	2	3	-0.4	-4	3	11	12	0	-11	2
CCn1cc(C(=O)OCC(=O)c2ccccc2)c(=O)c2ccc(C)nc21	1	.	14	0.3	.	1	6	-6	2	-15	7
CC1(c2ccccc2)NC(=O)N(CC(=O)N2CCc3ccccc32)C1=O (centres undefined)	0	.	10	-1.9	-6	4	4	-7	.	0	19
O=C(O/N=C(\c1ccccc1)c1ccncc1)c1ccccc1F	5	4	12	0.4	-5	0	2	-4	7	7	6
O=C(CSc1nnc(NC(=O)c2ccc(F)cc2)s1)NC1CCCC1	-17	-1	-55	-0.7	-7	6	-166	-35	-25	-9	-40
COCCCNC(=S)Nc1ccccc1C	-1	-1	11	-2.1	-13	-3	-4	3	8	-9	13
COc1ccc(NC(=O)C2CC(=O)OC23CCCCC3)cc1 (centres undefined)	8	3	24	-0.6	-5	-2	5	-4	-1	-29	10
COC(=O)c1sccc1NC(=S)Nc1cc(C)cc(C)c1	5	2	8	1.4	-5	2	12	-10	6	-3	-1
Cc1ccc(OCC(=O)Nc2cc(C)on2)c([N+](=O)[O-])n1	2	1	-85	-0.3	-6	4	-86	-21	-25	-57	3
COc1ccc(-c2c(C#N)c(N)nc3c2c(=O)n(C)c(=O)n3C)cc1Cl	0	2	25	5.5	.	3	2	-24	6	0	-6
CC(=O)Nc1cc(C(=O)NCc2ccco2)ccc1Sc1ccc(C)cc1	-2	0	17	1.1	-4	0	12	-1	-6	1	-2
O=c1[nH]c(-c2ccccc2)nn1-c1ccc(Br)cc1Br	0	0	0	-0.4	-11	8	11	4	10	13	2
COc1ccc(OC(C)C(=O)Nc2cccc(F)c2)cc1 (centres undefined)	-8	0	11	1.7	-9	-1	8	10	-4	-25	-7
CC1CCN(C(=O)Cn2nnc(-c3ccccc3)n2)CC1	-4	3	-120	3.5	-15	0	-99	-29	-48	-23	3
O=C(CN1C(=O)c2ccccc2S1(=O)=O)N1CCN(c2ccc(F)cc2)CC1	4	-1	-10	3.9	-4	-2	-3	-8	15	17	1
O=C(NCC1CC1)c1ccc2sc([C@H]3C[C@H](O)[C@@H](CO)O3)nc2c1	6	.	-8	0.2	-6	-1	-24	-26	.	22	6

Reprinted at random: two compounds from above, in no set order.
SMILES	Cardio protect	NR2E3 ag-1	HIF-2a inh	hiPSC survival	CaV13 FRET inh	m5-HT2A agonist	Peg3 promoter	Shn3 inh set2	MITF TRPM1 inh	NR2E3 ag-2	PDI inh
COc1cc(CNCc2cccs2)ccc1OCC(=O)NC(C)(C)C	8	-1	12	-1.2	.	4	3	16	2	-6	0
O=C(NCC1CC1)c1ccc2sc([C@H]3C[C@H](O)[C@@H](CO)O3)nc2c1	6	.	-8	0.2	-6	-1	-24	-26	.	22	6

(next part)
SMILES	Cardio protect	NR2E3 ag-1	HIF-2a inh	hiPSC survival	CaV13 FRET inh	m5-HT2A agonist	Peg3 promoter	Shn3 inh set2	MITF TRPM1 inh	NR2E3 ag-2	PDI inh
CCCCCCCCCCCC1=C(O)C(=O)C=C(O)C1=O	-8	-3	11	-0.8	.	-3	33	16	2	-25	.
COCCN(C(=S)Nc1c(C)cc(C)cc1C)C(C)c1cccs1 (centres undefined)	-11	4	-4	0.1	-4	3	5	6	2	9	-1
CCOC(=O)COc1ccc2nsnc2c1	13	-2	16	-1.5	.	0	-2	2	-4	-3	-3
COc1cc([N+](=O)[O-])ccc1NC(=O)C[n+]1ccccc1C	-1	3	2	-1.5	-9	-1	0	-10	1	-17	2
CCOc1cc(/C=C2\CN(C)C/C(=C\c3ccc(O)c(OCC)c3)C2=O)ccc1O	17	0	92*	-0.2	-4	-9	103*	96*	102*	1	-2
COc1ccccc1C(=O)NNC(=O)c1ccccc1[N+](=O)[O-]	2	0	12	-0.4	-3	1	3	-13	-3	1	-2
COc1cc(-c2nnc(SCC(=O)c3cc(C)n(CC4CCCO4)c3C)o2)cc(OC)c1OC (centres undefined)	22	2	-19	0.8	-4	1	-14	20	7	-5	-6
Nc1c(-c2ccc(Cl)cc2)cnn1-c1cc(C(F)(F)F)cc(C(F)(F)F)c1	2	1	3	1.2	-5	1	6	-3	2	-6	-8
Cc1nn(C(=O)C2CC2)c(C)c1Sc1ccc(Cl)cc1	-2	0	-3	-1.5	.	-2	6	-7	5	-27	-3
NCCCC[C@H]1CNC(=O)C(=O)N1CCc1cccc(F)c1	-2	-1	0	18	.	4	7	-17	-1	-8	-3
COc1cc(-c2nnc(SCC(=O)Nc3ccc(C(=O)O)cc3)o2)cc(OC)c1OC	-1	.	0	5.3	-6	-1	12	-12	-5	-11	7
CN(CC(=O)Nc1ccccc1Cl)C(=O)CN1C(=O)NC(c2ccccc2)(c2ccccc2)C1=O	4	0	18	-1.4	-3	1	8	8	-4	-18	10
Cc1ccc(C2=NCCn3c2c2ccccc2[n+]3[O-])cc1	1	2	-54	12	-9	-8	-21	7	2	9	-2
Cc1ccc(O)c(Cc2cc(C)cc(Cc3cc(C)ccc3O)c2O)c1	-27	.	17	-0.8	-13	0	56*	13	.	-28	25
Cn1cc(CNC(=O)c2cc(COc3ccc4c(c3)CCCC4)on2)cn1	-2	3	-23	-0.6	-7	-8	-22	32	-4	6	-6
Cc1ccc(S(=O)(=O)NCCOc2nc(N(C)C)nc(N(C)C)n2)cc1	-1	4	21	1.6	-5	-2	12	3	7	8	-3
Cc1cc(C(=O)N2CCN(c3ccc([N+](=O)[O-])cc3)CC2)c(C)o1	5	2	20	-0.3	-5	8	4	9	3	20	-1
COc1ccc(NC(=O)O[C@@H](C)[C@@H]2CN3CCc4c([nH]c5ccc(-c6ccc(OC)cc6)cc45)[C@@H]3C[C@@H]2N(C)C(=O)Nc2ccc(OC)cc2)cc1	-6	.	-15	-2.0	-6	-4	10	-7	.	-2	0
CC(C)OC(=O)c1cc(NC(=O)c2nn(C)cc2Br)cc(C(=O)OC(C)C)c1	6	4	9	-0.2	-4	-3	-10	-4	-12	-6	-6
CC(C)c1ccc(C(=O)OCC(=O)c2c(N)n(C)c(=O)n(C)c2=O)cc1	-2	.	2	-1.3	-5	6	11	14	-16	18	-7
CCCC1=Nc2cc(C(=O)NCCCOCC)ccc2Sc2ccccc21	3	-2	12	-3.8	-6	-7	4	17	72*	20	-10
CCOC(=O)CSc1c(-c2ccccc2)c2cc(Cl)ccc2[nH]c1=O	-6	-1	16	0.8	-4	4	19	-3	-6	-17	-15
CS/C(=N\S(=O)(=O)c1cccs1)Nc1ccc(Cl)cc1	0	-1	-20	-0.6	-3	-8	-19	-27	0	-10	5
O=C(COc1ccc(Cl)cc1)NCc1nnc(SCC(=O)NCCc2ccccc2)o1	-13	3	11	0.2	-5	-6	11	-1	10	-4	7
CC(O)Cc1cn(CC(=O)N2CCNCC2)nn1 (centres undefined)	4	2	15	0.5	-11	-1	-1	-24	0	-16	-3
(further entries)
SMILES	Cardio protect	NR2E3 ag-1	HIF-2a inh	hiPSC survival	CaV13 FRET inh	m5-HT2A agonist	Peg3 promoter	Shn3 inh set2	MITF TRPM1 inh	NR2E3 ag-2	PDI inh
C=C(C)C(C)(C#CCN1CCCC1)OC(C)=O (centres undefined)	2	-2	2	-0.9	-8	3	6	14	9	-9	4
CCc1nnc(NC(=O)c2ccc(NC(=O)C(C)C)cc2)s1	1	4	-108	-1.1	-18	5	-75	-15	-17	-63	-4
S=C1NCN(CCc2ccccc2)CN1Cc1ccccc1	9	3	19	-0.4	-5	-3	4	1	3	2	11
CCCCC1=CC2=C(c3ccco3)C(=O)C(C)(OC(=O)c3ccc(OC)cc3)C(=O)C2=CN1C(CO)CO (centres undefined)	-4	7	10	1.9	-10	8	7	-7	1	5	4
CCOC(=O)C1=C(CNCCOc2ccc(OC)cc2)NC(=O)NC1c1ccc2c(c1)OCO2 (centres undefined)	-4	-3	14	0.6	-7	-4	14	-3	-10	-20	-6
N#CCSc1nc2ccccc2c(=O)n1CCC(=O)NC1CCCCC1	5	6	14	-4.5	-6	1	14	3	1	-44	1
Cc1cc(C(=O)CSc2ccc(F)cc2)cc(C)c1OC(=S)N(C)C	-28	2	-1	-3.5	-5	-2	-36	32	17	63	-2
Cc1c(Br)cc(C(=O)N2CCN(CCO)CC2)c(C)c1C	-3	-1	31	1.6	-5	6	3	15	-2	-22	1
O=C(NCc1cccnc1)c1ccc(S(=O)(=O)N2CCCCCC2)cc1	-3	2	10	-0.8	-2	-1	16	15	-4	-7	5
O=C1NC(=O)/C(=C/c2ccccc2OCc2ccccc2)S1	-12	4	10	-0.3	-2	-3	20	4	2	51	-5
CCCc1cc(=O)[nH]c(SCC(=O)N2c3ccccc3NC(=O)C2(C)C)n1	4	.	10	0.0	-16	4	-13	1	-3	19	-6
COc1ccc(N(CC(=O)N/N=C/c2cccc3c2OCCO3)S(=O)(=O)c2ccc(NC(C)=O)cc2)cc1	26	2	15	-0.5	.	1	11	7	3	28	-5
Cc1ccsc1C(=O)OCC(=O)c1ccc[nH]1	6	3	-268	0.1	-2	3	-314	-69	-100	-74	2
COc1cccc(CSc2nc3nc(C)cc(C)n3n2)c1	2	2	-61	-0.1	-5	-9	-35	-9	-12	-23	6
Cn1cnnc1Sc1ccc(/C=C(\CC(=O)O)c2nc3ccccc3s2)cc1[N+](=O)[O-]	7	0	7	0.3	1	7	11	5	3	-28	-2
CN(C)c1ccc(/C=N/NC(=O)c2nnn(-c3nonc3N)c2CN2CCCCCC2)cc1	-2	4	-25	-1.1	-2	-1	7	6	-3	-6	.

From PubChem BioAssay
